Source: PubChem
STAT3 activator: activators of IL-6 induced STAT3 signaling | U3A cells, IL-6 STAT3-luciferase reporter, luminescence; 100% = signal with IL-6 EC80 alone | activation (% of control), % at 5.6 µM | 0.91% of 190,000 active | AID 871;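 active means activation above the screen-wide mean of compound activation plus 3 SD, cut at about 130% in these data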;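 further: 0% = background luminescence of wells with medium and substrate only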
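Test system: human U3A cells carrying STAT3-luciferase construct; control set: IL-6-only wells as 100% reference; timing: compound pre-incubation 1 h before IL-6, then 6 h stimulation at 37 °C; also added: IL-6 stimulus at 33 ng/mL final; evaluation: % activation versus median of IL-6-stimulated wells; detection: reporter luminescence signal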
STAT3 blocker: reduces IL-6 driven STAT3 reporter signal. 0.89% of 190,000 active. inhibition, % at 5.5 µM. AID 862. U3A cells, IL-6 STAT3-luciferase reporter, luminescence; host cell line lacks STAT1;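 active means inhibition above the mean inhibition across all screened compounds plus 3 SD, cut at about 44% in these data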;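 further: 0% = DMSO only wells and 100% = 100 µM nifuroxazide control wells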
PPARg SRC-2 ag: agonists of SRC-2 recruitment by human PPARgamma. P37231. PPARgamma LBD-SRC-2 recruitment, biochemical. activation, % at 8 µM. 0.34% of 200,000 active. AID 1032; in the data active means activation above about 22%;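 further: 0% = vehicle and 100% = reference agonist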
Target sequence (P37231 whole entry, looked up, the tested form may be a part): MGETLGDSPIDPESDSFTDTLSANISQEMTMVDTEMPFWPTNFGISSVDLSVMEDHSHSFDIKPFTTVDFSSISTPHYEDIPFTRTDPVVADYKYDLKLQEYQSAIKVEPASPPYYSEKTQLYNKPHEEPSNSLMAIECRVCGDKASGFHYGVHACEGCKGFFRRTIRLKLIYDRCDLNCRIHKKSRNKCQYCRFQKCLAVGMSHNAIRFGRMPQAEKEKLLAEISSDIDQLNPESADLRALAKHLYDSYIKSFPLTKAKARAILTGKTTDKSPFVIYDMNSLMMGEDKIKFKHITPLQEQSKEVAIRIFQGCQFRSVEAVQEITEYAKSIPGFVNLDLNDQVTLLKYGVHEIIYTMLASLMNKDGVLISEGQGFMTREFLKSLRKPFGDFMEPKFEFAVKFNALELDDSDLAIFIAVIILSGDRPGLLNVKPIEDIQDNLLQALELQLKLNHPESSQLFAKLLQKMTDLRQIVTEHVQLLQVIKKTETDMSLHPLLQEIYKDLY
bIAP inhibitor: blocks bovine intestinal alkaline phosphatase activity | purified bovine IAP, CDP-star luminescence, 30 min | inhibition, % at 20 µM | 190,000 tested, under 10 active | AID 1019;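 active means over 50% inhibition of intestinal alkaline phosphatase at 20 µM in the single-dose screen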
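Assay system: bovine IAP enzyme; medium: DEA buffer 100 mM, pH 9.8, with MgCl2 1.0 mM, ZnCl2 0.02 mM; doses: 20 µM single dose; incubation: enzyme reaction for 30 min at room temperature; detection: CDP-star luminescence signal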
ROMK primary: human ROMK K+ channel modulation, primary screen | P48048 | Tet-inducible ROMK, thallium flux fluorescence; actives lie on both sides | B-score at 10 µM | 2% of 130,000 active;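 active means signal ratio slope over the read window, or its plate-corrected B-score, at least 3 SD from the plate mean, either direction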;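 further: B-score of the F/F0 ratio slope over 7 to 12 s after thallium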
Target sequence (P48048 whole entry, looked up): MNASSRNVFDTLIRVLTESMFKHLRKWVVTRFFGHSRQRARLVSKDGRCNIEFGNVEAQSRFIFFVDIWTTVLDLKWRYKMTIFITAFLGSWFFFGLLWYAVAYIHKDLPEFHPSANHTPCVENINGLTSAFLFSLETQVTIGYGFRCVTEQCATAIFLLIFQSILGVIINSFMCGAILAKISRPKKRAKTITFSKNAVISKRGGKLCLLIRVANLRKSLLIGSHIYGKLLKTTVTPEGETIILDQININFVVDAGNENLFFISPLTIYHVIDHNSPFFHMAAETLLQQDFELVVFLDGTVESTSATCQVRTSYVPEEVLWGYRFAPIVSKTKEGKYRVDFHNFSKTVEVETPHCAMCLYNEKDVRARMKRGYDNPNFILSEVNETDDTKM
PPARg SRC3 recr: promotes SRC-3 coactivator recruitment by human PPARgamma. 0.26% of 200,000 active. activation, % at 8 µM. biochemical PPARgamma/SRC-3 coactivator recruitment assay; in the data active means activation above about 23%;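 further: 0% = DMSO and 100% = reference agonist; some compounds past the cut are filed as inactive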
TNAP act hi DEA: increases human TNAP activity under high phosphate acceptor concentration. activation factor at 20 µM. 200,000 tested, under 10 active. AID 1136. P05186. purified TNAP, CDP-star luminescence, 1 M DEA, 30 min; hits give high values; 0 = EDTA background, 1 = DMSO-only activity;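 active means activation factor at least 2 at 20 µM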
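system = human TNAP | amount = enzyme diluted 1/800 final | reagent = 100 µM CDP-star substrate | signal = luminescent substrate turnover signal | dosing = one dose, 20 µM | benchmarks = EDTA negative control, DMSO positive control | measure = activation factor | timing = 30 min reaction, room temperature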
PPARg SRC-1 ag: promotes SRC-1 coactivator recruitment by human PPARgamma. P37231. activation, % at 8 µM. PPARgamma-SRC-1 coactivator recruitment biochemical assay. AID 631. 0.41% of 200,000 active; in the data active means activation above about 19%;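 further: 0% = DMSO and 100% = reference agonist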
SRC2 TRFRET art: counter-screen for PPARgamma SRC-2 recruitment agonists: TR-FRET artefact; hits give high values; TR-FRET ratio at 8 µM; 0.4% of 200,000 active; in the data active means TR-FRET ratio above about 2000; further: inactives centre near 1500
STAT1 inh: reduces IFN-gamma driven STAT1 reporter signal; NIH 3T3 STAT1-luciferase reporter, luminescence; inhibition, % at 5.5 µM; 0.35% of 200,000 active;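 active means inhibition above a set limit, the mean inhibition across all tested compounds plus 3 SD, cut at about 34% in these data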;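 further: 0% = IFN-gamma with DMSO and 100% = IFN-gamma with 300 µM nifuroxazide; values of inactives mirror those of a sister screen read the other way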
bIAP activator: increases bovine intestinal alkaline phosphatase activity. 0.17% of 200,000 active. AID 1016. purified bovine IAP, CDP-star luminescence, 30 min; hits give high values; fold of DMSO-control signal, blank-subtracted. activation factor at 20 µM;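 active means activation factor of 2 or more at 20 µM, a signal rise over negative controls twice the positive control's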
Starred values were filed as active, the others as inactive; · = not tested or not shown.

SMILES	STAT3 activator	STAT3 blocker	PPARg SRC-2 ag	bIAP inhibitor	ROMK primary	PPARg SRC3 recr	TNAP act hi DEA	PPARg SRC-1 ag	SRC2 TRFRET art	STAT1 inh	bIAP activator
COc1ccc(-c2csc(NC(=O)CCCc3cccs3)n2)cc1	82	23	5	24	·	-7	1	5	1532	10	0.8
c1ccc2c(c1)CCOC2CNCCCN1CCCCC1 (stereo unspecified)	99	5	7	15	-2.2	7	1	4	1597	-1	0.8
Cc1n[nH]c(C)c1S(=O)(=O)N1CCN(C(=O)c2ccco2)CC1	98	6	2	-1	·	4	1	1	1713	-2	1
CCOC(=O)c1cc2c(nc1NC(=S)Nc1ccccc1)CC(C)(C)OC2	100	2	2	16	·	-3	1	1	1421	2	0.8
O=C(C1CCCN(S(=O)(=O)c2cnc[nH]2)C1)N1CC(=O)N(CCc2ccccc2)C(=O)C1 (stereo unspecified)	102	3	1	6	·	10	0.9	-2	1441	0	0.9
Clc1ccc(/C=N/Nc2ccccn2)cc1	83	25	11	-16	0.72	-2	1.1	3	1771	-35	1.2
COc1cc(S(=O)(=O)N2CCN(c3ccccc3F)CC2)c(OC)cc1Cl	99	4	-1	14	-0.7	-7	1	-2	1538	6	0.9
Cc1cccc(N2CCN(C(=O)CN3C(=O)C4CC=CCC4C3=O)CC2)c1C (stereo unspecified)	94	14	9	1	-0.56	-1	1.1	2	1811	-12	1
O=C(CNCc1cccc2ccccc12)Nc1ccccc1[N+](=O)[O-]	126	-23	2	18	0.035	4	1.1	0	1544	0	0.8
CCc1ccc2c(c1)C(c1ccc([N+](=O)[O-])cc1)=NNC(c1ccc(C)cc1)=N2	101	-1	1	10	1.7	4	1	7	1486	-5	0.9
C=CCn1c(SCc2nc(N)nc(N3CCCCC3)n2)nnc1-c1ccco1	102	0	6	0	-0.068	-4	1	3	1647	-5	1
CC(Sc1nnnn1C)C(=O)Nc1ccc(N2CCOCC2)cc1 (stereo unspecified)	102	2	5	3	1.3	1	1	-1	1458	8	1
COC(=O)c1c(C)[nH]c(-c2csc(N)n2)c1C	102	-1	2	10	-0.21	3	1	2	1473	-19	0.9
Cn1cccc1/C=N/n1c(-c2ccc(Cl)cc2Cl)n[nH]c1=S	101	8	0	15	·	9	1	1	1596	-1	0.9
O=C1c2ccccc2C(Nc2ccc3c(c2)OCCO3)N1Cc1ccco1 (stereo unspecified)	78	32	5	7	·	3	1.1	-1	1342	15	0.9
Brc1ccc(-c2cnco2)cc1	93	13	2	-7	-1.6	3	1	1	1668	-5	1.1
N#CC1=C(N)NC(SCc2ccc(Br)cc2)=C(C#N)C12CCCCC2	102	0	-4	3	-3.9*	0	1	-2	1616	2	1
CCC(=O)Oc1ccc(C/C(=N\O)c2ccc(O)cc2O)o1	98	5	-8	2	-1.6	-5	1	-6	1480	21	1
Cc1ccc([N+](=O)[O-])cc1S(=O)(=O)N1CCC(C)CC1	108	-6	4	3	-0.98	1	1	-4	1594	-3	1
Cc1ccccc1NC(=O)NCCN1C(=O)C2C3C=CC(C3)C2C1=O (stereo unspecified)	100	5	-1	8	·	-2	1.1	0	1514	-7	0.9
Cc1cc(C(=O)NCC(=O)OCC(=O)N(C2CCCCC2)C2CCCCC2)ccc1[N+](=O)[O-]	115	-14	-3	2	-0.64	1	1	6	1526	-12	1
Cc1ccc(C)c(S(=O)(=O)N2CCN(CC(=O)Nc3ccc([N+](=O)[O-])cc3)CC2)c1	103	0	0	5	-1.3	-3	1	2	1636	14	1
COc1cccc(NC(=O)COC(=O)c2nc3nccc(C)n3n2)c1	100	5	-2	-6	·	6	1	-1	1560	1	1.1
CCn1c(CSc2nc(C)cc(C)n2)nnc1SCC(=O)Nc1cccc2ccccc12	109	-14	1	4	0.095	5	1	4	1277	-2	1
CC(=O)c1c(C)[nH]c(C(=O)NC2CCCCC2)c1C	83	21	-3	5	0.27	-4	1.1	5	1704	-10	0.9
Cc1ccccc1-c1nc(CS(=O)CC(=O)NCCN2CCN(Cc3ccccc3)CC2)c(C)o1 (stereo unspecified)	105	-3	6	0	-2.2	0	1.1	-9	1572	0	1
O=C(O)CC1(c2ccccc2)C(=O)c2ccccc2C1=O	101	6	-2	-19	0.98	0	1	-7	1320	-1	1.2
CCN(CC)CCCNC(=O)C1CCC(=O)N(c2ccc(OC)cc2)C1c1ccc(F)cc1 (stereo unspecified)	101	3	2	-9	-0.073	-6	1.1	8	1629	10	1.1
CN(C)c1nc(NCc2ccccc2)nc(N/N=C/c2ccc3c(c2)OCO3)n1	89	16	5	2	0.16	2	1	-2	1809	-9	1
O=C(Oc1c(-c2ccco2)oc2ccccc2c1=O)c1cccnc1	92	13	0	10	0.73	1	1	-3	1478	10	0.9
CC(C)CC(NC(N)=O)C(=O)Nc1cccc([N+](=O)[O-])c1 (stereo unspecified)	100	4	3	-13	0.31	-1	1	1	1527	-10	1.1
Cc1cc(NC(=O)C2C3C(=O)N(Cc4ccc(Cl)cc4)C(C(=O)NCc4ccccc4)C34C=CC2(C)O4)no1 (stereo unspecified)	95	6	-2	-22	-0.63	-1	1	2	1644	0	1.2
Cc1ccc(OCC(=O)NCc2ccccn2)c(Br)c1	97	7	-8	-1	·	2	1	6	1451	-45	1
Cc1ccn2cc(CNS(=O)(=O)c3ccc4c(c3)OCCO4)nc2c1	99	10	2	-2	·	12	1	-3	1806	11	1
Cc1ccn2c(Nc3ccccc3C)c(-c3ccccn3)nc2c1	101	1	-1	-112	0.21	3	1.1	-1	1599	-7	2.1*
Fc1ccc(NC(=S)NN=C2CCCCCC2)cc1	96	8	2	44	·	3	1	7	1643	-1	0.6
Cc1cc(NC(=O)Cn2c(=O)c3c(ncn3CC(C)C)n(Cc3ccccc3)c2=O)no1	105	0	0	-4	·	0	1	6	1375	-2	1
Cc1cc(N2CCC(C(=O)N3CCN(c4cccc(C)c4C)CC3)CC2)n2ncnc2n1	80	29	7	-12	·	7	1	5	1433	4	1.1
Cc1ccc(N(CC(=O)NC(C)c2ccccc2)S(=O)(=O)c2cccs2)cc1 (stereo unspecified)	102	-6	3	11	-0.61	-5	1	0	1413	-4	0.9
COc1ccc(Cn2cnc3c(N)c(C)c(C)cc32)cc1	107	-6	3	-4	0.54	8	1	12	1542	2	1
Cc1cccc(NC(=O)N2CCN(Cc3ccc4c(c3)OCO4)CC2)c1C	102	-3	4	-9	·	0	1	-2	1416	3	1.1
O=C(NCc1ccccc1)C1=C[C@H](c2csc3ccccc23)C[C@H](OCCCCO)O1	·	·	17	-9	·	8	1	11	1614	8	1.1
CCOC(=O)c1ccc(N=c2scc(C)n2CC)cc1	90	16	11	-6	-0.27	6	1.1	7	1824	-27	1.1
CC(NC(=O)c1ccc(Br)cc1)c1ccc2c(c1)CCCC2 (stereo unspecified)	99	3	-2	10	-0.44	2	1	-3	1472	-5	0.9
Cc1cccc2nc(CSCc3ccco3)cn12	96	10	0	10	·	-5	1	3	1507	-38	0.9

Results in PPARg SRC-2 ag, STAT3 activator and bIAP inhibitor, for 2 of the compounds above:
| molecule | PPARg SRC-2 ag | STAT3 activator | bIAP inhibitor |
| --- | --- | --- | --- |
| Cc1cc(NC(=O)Cn2c(=O)c3c(ncn3CC(C)C)n(Cc3ccccc3)c2=O)no1 | 0 | 105 | -4 |
| Cc1cc(N2CCC(C(=O)N3CCN(c4cccc(C)c4C)CC3)CC2)n2ncnc2n1 | 7 | 80 | -12 |

Next section
SMILES	STAT3 activator	STAT3 blocker	PPARg SRC-2 ag	bIAP inhibitor	ROMK primary	PPARg SRC3 recr	TNAP act hi DEA	PPARg SRC-1 ag	SRC2 TRFRET art	STAT1 inh	bIAP activator
CCc1ccc(NC(=S)NNC(=O)c2ccccc2OC(F)F)cc1	101	2	-2	3	·	1	1	9	1530	-1	1
O=S(=O)(NCc1ccc(F)cc1)c1cccc(S(=O)(=O)N2CCOCC2)c1	97	8	1	21	-0.47	-1	1	0	1424	1	0.8
O=C(Cc1csc(Nc2nc(=S)[nH]c3ccccc23)n1)NCc1cccc(Cl)c1	122	-14	-2	0	·	-5	1	1	1450	1	1
CCOC(=O)C1=C(C)OC(N)=C(C(=O)OCC)C1c1cccnc1 (stereo unspecified)	95	15	-2	5	·	4	1	12	1668	-12	0.9
CCCOc1cc(CN2CCCCC2)cc(C(C)=O)c1	94	7	0	6	-0.14	-5	1	-7	1493	2	0.9
Clc1ccc(-n2cccc2CN2CCc3c([nH]c4ccccc34)C2c2ccccn2)nc1 (stereo unspecified)	90	16	9	5	0.2	3	1	8	1703	1	0.9
O=C(c1ccc(F)cc1)N1CCN(c2cc(N3CCCCC3)c(F)cc2[N+](=O)[O-])CC1	98	11	-2	28	·	-13	0.9	2	1407	1	0.7
